D2 PAM = HTS Assay for Positive Allosteric Modulators of the Human D2 Dopamine Receptor: Primary Screen for Potentiators. hit rate 0.34% among 340,000. HEK293 T-REx D2, calcium flux, EC20 dopamine potentiation. AID 485347, 2010. D(2) dopamine receptor (Homo sapiens), P14416. potentiation, % at 10 µM;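 active = potentiation over 3 SD above the plate norm, cut at about 30% in these data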; note: 0% is about no effect
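Calcium flux readout, no-wash dye, 1 read/s. Inducible HEK293 Trex D2 line, overnight 30 C. Compound alone 180 s (agonist flags), then EC20 dopamine, another 180 s to score potentiation.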
RXFP1 ag = qHTS Assay for Agonists of the Relaxin Receptor RXFP1. Relaxin receptor 1 (Homo sapiens), Q9HBX9. HEK293T-RXFP1 cAMP TR-FRET, 30 min; response scale: percent of porcine relaxin response, buffer zero. Potency, µM (doses to about 57.5 µM), for the others: at the top dose activation, usual class: activators. hit rate 0.3% among 370,000. AID 2676, 2010; note: potency is the fitted concentration of half-maximal effect; % is set by controls: 0 for no effect and ±100 for the full control effect; nearly all actives have a fitted effect of over 60% in size; many of its hits are not listed in these tables
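cAMP rise read by TR-FRET after 30 min, 37C compound exposure (up to 58 uM) in RXFP1-transfected HEK293 cells with Ro 20174 present. EC50 from Hill-equation fits, with 29 nM porcine relaxin as 100% and buffer as basal.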
Vif-APOBEC3G blk = qHTS for Inhibitors of Vif-A3G Interactions: qHTS; DNA dC->dU-editing enzyme APOBEC-3G (Homo sapiens), Q9HC16; HeLa A3G-eYFP + Vif (tagged APOBEC3G with the HIV-1 protein that degrades it), YFP fluorescence, overnight; Potency, µM (doses to about 46.1 µM), without a hit: top-dose activity, negative = active, hits mostly inhibitors; hit rate 0.076% among 410,000; AID 602310, 2012;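 note: potency is the fitted concentration of half-maximal effect; % is set by controls: 0 for no effect and ±100 for the full control effect; nearly all actives have a fitted effect of over 60% in size; hits raise eYFP signal because A3G escapes Vif-driven loss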
Target sequence (Q9HC16 whole entry, looked up): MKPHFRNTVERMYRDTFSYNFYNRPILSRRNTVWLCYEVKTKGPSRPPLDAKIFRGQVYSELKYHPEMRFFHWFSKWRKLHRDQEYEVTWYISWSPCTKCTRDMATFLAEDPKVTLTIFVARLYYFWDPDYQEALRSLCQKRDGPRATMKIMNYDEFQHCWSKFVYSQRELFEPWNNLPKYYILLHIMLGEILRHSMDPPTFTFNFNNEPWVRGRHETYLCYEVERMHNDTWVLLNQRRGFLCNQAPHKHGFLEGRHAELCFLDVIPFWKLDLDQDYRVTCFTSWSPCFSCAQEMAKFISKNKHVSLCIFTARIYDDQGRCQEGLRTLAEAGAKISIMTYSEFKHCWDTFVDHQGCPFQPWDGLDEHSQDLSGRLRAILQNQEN
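Read-out is eYFP fluorescence (Ex 488/Em 500-530) from Vif-expressing HeLa A3G-eYFP cells; more signal means A3G escaped Vif-mediated degradation. Cells plated overnight, compound pinned in, incubated overnight at 37 deg C.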
Vif-A3F inh = qHTS for Inhibitors of Vif-A3F Interactions: qHTS. Potency, µM (titrated, usually from 46.1 µM), without a hit: at the highest dose activity, negative = active. AID 602313, 2012. hit rate 0.2% among 390,000. HeLa A3F-eYFP + Vif (tagged APOBEC3F with the HIV-1 protein that degrades it), YFP fluorescence increase; note: potency is the fitted concentration of half-maximal effect; % of control where 0% means no effect; nearly all actives have a fitted effect of over 65% in size
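Fluorescence increase (Ex 488/Em 500-530) after overnight compound treatment at 37 deg C flags inhibition of Vif-driven A3F-eYFP loss in stable HeLa A3F-eYFP/Vif cells seeded overnight beforehand.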
Glioma ERSR ind = qHTS for Inducers of the Endoplasmic Reticulum Stress Response (ERSR) in Human Glioma: qHTS; Potency, µM, inactives show at the top dose activation, most hits filed as activators; U87-MG GRP78 promoter luciferase reporter, 16 h; hit rate 0.02% among 420,000; AID 602332, 2012; note: potency is the fitted concentration of half-maximal effect; series mostly up to about 76 µM; % of control where 0% means no effect; nearly all actives have a fitted effect of over 35% in size
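ERSR induction read as luciferase luminescence (Bright-Glo, 10 min at room temperature) in stably transfected human U87-MG glioma cells exposed to compounds for 16 h, using GRP78 as sensor.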
D1 agonist = Allosteric Agonists of the Human D1 Dopamine Receptor: qHTS | D(1A) dopamine receptor (Homo sapiens), P21728 | activation, % at 2 µM | hit rate 1% among 360,000 | HEK293 T-REx D1 cells, calcium flux, agonist mode | AID 504660, 2011; in the data active = activation above about 30%; note: 0% is about no effect
Target sequence (P21728 whole entry, looked up): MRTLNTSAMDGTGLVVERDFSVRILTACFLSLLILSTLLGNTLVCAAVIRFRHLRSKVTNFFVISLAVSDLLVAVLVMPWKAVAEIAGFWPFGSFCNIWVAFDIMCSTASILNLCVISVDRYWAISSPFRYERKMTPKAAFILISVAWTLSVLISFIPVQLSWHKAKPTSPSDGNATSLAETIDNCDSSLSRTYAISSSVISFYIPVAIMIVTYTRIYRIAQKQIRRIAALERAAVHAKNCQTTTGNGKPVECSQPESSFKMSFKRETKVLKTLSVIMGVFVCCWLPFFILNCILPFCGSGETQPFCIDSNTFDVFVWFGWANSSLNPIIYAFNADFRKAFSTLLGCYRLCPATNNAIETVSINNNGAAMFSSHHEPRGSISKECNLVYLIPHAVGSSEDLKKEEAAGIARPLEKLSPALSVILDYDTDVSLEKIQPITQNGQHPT
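Tetracycline-induced HEK293 TREx D1 cells, force-coupled to calcium signalling, were dye-loaded with a no-wash calcium kit. Compound was pin-added after a 10 s baseline. Fluorescence was read kinetically at 1 cycle/s for 180 s, with calcium rises flagged as agonism.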
D1 potentiator = Potentiators of Human D1 Dopamine Receptor: qHTS; potentiation, % at 10 µM; HEK293 TREx D1 cells, calcium flux, dopamine EC20 potentiation; hit rate 0.036% among 360,000; in the data active = potentiation above about 30%; note: 0% is about no effect
D1 antag = Antagonist of Human D 1 Dopamine Receptor: qHTS. D(1A) dopamine receptor (Homo sapiens), P21728. hit rate 3.2% among 360,000. HEK293 TREx D1 cells, calcium flux, dopamine EC80; stronger effect = lower value. activity change, negative = inhibition, % at 10 µM; in the data active = activity change below about -30%; note: % is set by controls: 0 for no effect and ±100 for the full control effect
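Antagonism measured as reduced calcium response to an EC80 dopamine addition following 180 s compound pre-read; cells were inducible HEK293 Trex D1 plated overnight at 30 C, read kinetically at 1 cycle/sec.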
LDHA block = qHTS assay for inhibitors of human lactate dehydrogenase. L-lactate dehydrogenase A chain (Homo sapiens), P00338. purified LDHA, NADH/diaphorase-resazurin fluorescence; stronger effect = lower value. activity change, % (values are at about 110 or 230 µM). hit rate 0.15% among 480,000. AID 1347041, 2019; in the data active = activity change below about -30%; inconclusive = mostly about -25% to -30%;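 note: plate controls were DMSO wells for no effect and wells without enzyme for full effect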
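Remaining NADH was detected by diaphorase (0.133 mg/mL) converting 37 µM resazurin to fluorescent resorufin, read at 0 and 20 minutes. The preceding 5-minute room-temperature reaction used 2 nM LDHA, 0.2 mM sodium pyruvate and 0.06 mM NADH at pH 7.4.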
* hit, by the source's call; ? = inconclusive; . = not tested or not shown; & = joins results of further samples. Unless noted, calls come from the whole dose curve; as a rule, active = well fitted curve in the direction sought with a large enough effect; inconclusive = small, poorly fitted or top-dose-only effect, or another doubt; inactive = no such curve, though single readings can be large; an effect the other way counts as inactive or inconclusive.

SMILES,D2 PAM,RXFP1 ag,Vif-APOBEC3G blk,Vif-A3F inh,Glioma ERSR ind,D1 agonist,D1 potentiator,D1 antag,LDHA block
CC1CCN(C(=O)CSc2c3c(nc4cc(Cl)ccc24)CCCC3)CC1,20,3.9%,-27%,4%,-10%,2,1,-10,5
Cn1c(O)c(N=NC(=O)Cn2ccc(C(F)(F)F)n2)c2ccccc21,9,3.2%,0%,-8%,-4%,0,-1,1,-2
Cc1ccccc1S(=O)(=O)Cc1ccc(C(=O)NCCCN2CCN(C)CC2)o1,4,-1.2%,0%,5%,-2%,4,-8,-6,-3
COC(=O)c1c(NC(=O)c2nc(SC)ncc2Cl)sc2c1CCCC2,12,0.4%,-3%,?,-4%,-1,-1,12,-15
C=C(C)CNC(=O)CCc1nnc(Cc2cccc(C(F)(F)F)c2)o1,11,-1.0%,-2%,-9%,1%,1,-1,4,-1
O=c1cc(/C=C/c2ccccc2)oc2ccccc12,10,2.1%,-1%,-12%,13%,1,6,8,7
COc1cccc(CNC(=O)Cc2ccc(Br)cc2)c1,-9,-0.3%,-4%,-4%,1%,0,-7,-13,1
CCCc1cc(=O)n2[nH]c(NCc3cccs3)nc2n1,-3,-0.2%,-2%,-1%,-3%,6,2,-37*,7
CCCCN(CCCNC(=O)CN1N=C(c2ccccc2)CCC1=O)c1ccccc1,-13,2.5%,4%,-3%,1%,-2,-1,-13,9
Cc1ccc(NC(=O)Nc2ccc3c(c2)CCC3)c(C)c1,-2,0.8%,-10%,1%,7%,6,-5,-24,-6
O=C(CCCNS(=O)(=O)c1cccs1)N1CCc2ccccc2C1,-5,0.3%,1%,-3%,-3%,5,-1,-9,-3
Cc1c(NC(=O)C(C)OC(=O)C(NC(=O)c2ccco2)C(C)C)c(=O)n(-c2ccccc2)n1C (stereo not given),3,-1.2%,-4%,2%,2%,0,2,0,-6
CCOC(=O)CSc1nc(C2CC2)nc2ccccc12,13,16%,-5%,1%,-1%,8,-5,2,-6
Cc1ccc2nc(Nc3ccccc3O)nc(-c3ccccc3)c2c1,-4,0.9%,0%,-24%,0%,2,0,-8,-4
CC(O)Cn1c(N2CCCC2)nc2c1c(=O)[nH]c(=O)n2C (stereo not given),-3,-0.6%,2%,-6%,-4%,4,-6,-3,-3
Cc1cc(NC(=O)Cc2cccs2)nn1CC(=O)NCc1ccco1,11,2.7%,3%,-7%,-2%,0,-3,8,-4
Cc1ccc(CS(=O)(=O)Cc2ccc(C(=O)NCCc3ccccc3)o2)cc1,4,0.3%,1%,-2%,-4%,-1,0,2,-3
CC(=O)NCc1cn2c(C)csc2n1,4,-0.7%,0%,3%,-1%,1,-1,-3,-6
CCc1cc(C(=O)NNC(=S)Nc2ccccc2C)cs1,18,0.3%,0%,-3%,12%,0,0,-5,0
CC(=O)Nc1sc2c(c1C(c1cccc(F)c1)N1CCN(CCO)CC1)CCCC2 (stereo not given),-2,3.5%,1%,2%,-7%,11,-1,12,-6
N#C/C(=C\c1ccc(-c2ccc(C(=O)O)cc2)o1)c1nc2ccccc2[nH]1,17&-19,7.7%&1.2%,?,?,4%&3%,43*,-2&11,3&32,-4&0
CCSc1nnc(CNC(=O)C23CC4CC(CC(C4)C2)C3)n1Cc1ccccc1,3,0.3%,-1%,3%,-2%,1,0,2,4
CCc1nn2c(=O)cc(COC(=O)c3ccc(NC(=O)c4cccs4)cc3)nc2s1,-1,2.6%,-2%,5%,-2%,1,0,-4,-4
CSc1ncccc1C(=O)OCC(=O)NCc1cccs1,.,.,2%,2%,-3%,.,.,.,-2
CCOC(=O)C1CCN(C(=O)/C=C/c2cccs2)CC1,-2,2.6%,-1%,9%,-3%,0,-5,-6,-2
CCC(=O)N1CCc2cc(Br)cc(S(=O)(=O)CCC(=O)NCc3ccccc3)c21,7,-0.8%,-6%,-11%,-3%,1,1,-5,-1
COc1ccc(-c2cc(C(=O)NN3CCOCC3)c3ccccc3n2)cc1OC,5,3.4%,3%,-2%,-5%,2,-5,-1,-2
CCn1cc(C(=O)Nc2cccc(NC(C)=O)c2)c2cc(OC)c(OC)cc2c1=O,2,0.6%,-3%,1%,0%,1,-4,-8,-7
COc1cccc(N2CCN(C(=O)c3ccc4nc[nH]c4c3)CC2)c1,-3,1.7%,-3%,0%,-5%,5,6,2,1
CC1CCCN(C(=O)CSCC(=O)Nc2nc(-c3cccs3)cs2)C1 (stereo not given),9,0.0%,0%,4%,3%,12,.,-84*,0
Cc1ccc(NC(=O)c2ccc(-n3cccn3)c([N+](=O)[O-])c2)cc1,1,0.9%,1%,13%,1%,7,-7,-6,-8
COc1ccc(C(=O)/C=C2\NCCc3cc(OC)c(OC)cc32)cc1OC,6,0.0%,-16%,-21%,1%,5,-4,-9,7
Cc1cc(C)cc(OCC(=O)Nc2cccc(C(=O)O)c2)c1,18,-1.5%,1%,3%,-2%,0,-1,9,-9
COc1ccc(CCNC(=O)CN2C(=O)NC(CCSC)C2=O)cc1 (stereo not given),-3,-0.7%,6%,-15%,-4%,-1,2,3,-2
COCCNc1oc(-c2ccccc2Cl)nc1S(=O)(=O)c1ccc(C)cc1,.,.,0%,1%,-4%,.,.,.,-8
CCN(CC)C(=O)Cn1cnc2sc(C(=O)Nc3cc(OC)c(OC)c(OC)c3)c(C)c2c1=O,-1,0.2%,-4%,0%,-3%,2,1,-14,-3
NC(=O)c1cc2ccccc2o/c1=N\NC(=O)c1ccc(F)cc1,-9,4.6%,-6%,-6%,-1%,1,-6,5,-2
Cc1c(Cl)cccc1S(=O)(=O)Nc1ccnn1C,-1,2.2%,1%,5%,-2%,3,-4,2,-5
CCOC(=O)N1CCN(C(=O)CSc2nc(=O)n3ccc(C)cc3n2)CC1,3,10%,1%,0%,-3%,3,3,-7,-3
COc1cc(NC(=O)CSc2nnc3ccc(-c4cccnc4)nn23)cc(OC)c1,-13,4.3%,1%,-7%,0%,5,-5,-18,-7
O=C(O)c1ccc(C(=O)Nc2cccc3ccccc23)c(C(=O)O)c1,4,-0.1%,1%,-6%,0%,2,-1,-2,11
CCOc1ccc(NC(=S)NC(=O)/C=C/c2ccc(Br)cc2)c([N+](=O)[O-])c1,7,0.0%,3%,1%,1%,2,5,14,-5
O=C(Nc1nnc(-c2ccc(Cl)cc2)o1)NC1CCCCC1,.,-1.3%,-1%,1%,-5%,-1,-1,4,-3
Cc1cc(C(=O)OCC(=O)N2CCCCCC2)ccc1[N+](=O)[O-],0,0.8%,-5%,3%,-1%,0,-3,8,-1
C[C@H]1CCC[C@@]2(O[C@H](CCO)C[C@@H](O)[C@@H]2O)O1,.,.,4%,5%,-1%,.,.,.,-4
N#C/C(=C\c1cccnc1)C(=O)Nc1ccc(O)cc1F,10,-2.0%,-3%,5%,-4%,0,11,4,3
CNCCCOc1cc(C)cc(C)c1C,-27,-1.9%,-7%,0%,-5%,15,-3,24,-21
O=C(NN=Cc1cccc2ccccc12)C1CC1,.,.,-1%,9%,2%,.,.,.,2
OC(COCc1cccs1)CN1CCN(c2cccc(C(F)(F)F)c2)CC1 (stereo not given),-19,0.8%,-3%,-14%,-4%,2,1,15,0
O=C(c1cc2ccccc2oc1=O)N1CCN(S(=O)(=O)c2ccccc2)CC1,-3,0.0%,-3%,-2%,-5%,1,5,-21,2&-2
O=C1N=C2N(CCN3CCCCC3)c3ccccc3N2/C1=C\c1ccc([N+](=O)[O-])o1,.,13%,.,.,.,0,-1,-6,.
CN1CCCN(C(=O)CC2(CC(=O)O)CCCC2)CC1,.,3.2%,-8%,8%,-5%,3,4,15,-4
CCOC(=O)/C(C(=Nc1ccccc1)Nc1ccccc1)=C(\C)O,7,-0.4%,1%,5%,-1%,3,-5,-6,-10
O=C(NN1C(=O)C2C3C=CC([C@@H]2C1=O)C31CC1)c1ccccc1 (stereo not given in full),-1,0.0%,-1%,0%,-3%,2,1,8,-2
Cc1c(Cl)cccc1NC(=O)CSc1nncn1-c1cccnc1,-11,2.4%,-1%,10%,2%,1,1,0,-6
CCN(CC)S(=O)(=O)c1ccc2c(c1)N(CC(=O)Nc1c(C)cc(C)cc1C)C(=O)C1CCCN21 (stereo not given),-4,-0.7%,-5%,-10%,-4%,2,0,11,-4
O=C(COC(=O)C1CCC1)Nc1cc(S(=O)(=O)N2CCCCC2)ccc1Cl,0,-1.9%,-2%,3%,0%,16,-8,-2,-11

Limited to D2 PAM, for two of the compounds above:
SMILES,D2 PAM
Cc1ccc(NC(=O)Nc2ccc3c(c2)CCC3)c(C)c1,-2
CCn1cc(C(=O)Nc2cccc(NC(C)=O)c2)c2cc(OC)c(OC)cc2c1=O,2

Screening data (PubChem)

Not all compounds are listed (hit frequency here may not be typical).
